# Compound activity (PubChem BioAssay)
# Shiga inhibitor = A qHTS for Small Molecule Inhibitors of Shiga Toxin; 290,000 compounds, 9.2% hits; inhibition, % at 38.7 µM; Vero cells, Shiga toxin protein synthesis inhibition reporter; in the data active means inhibition mostly above about 28%, no sharp cut-off; inactive means mostly below about 43%; further: 0% is about no effect
# LmPK inh = qHTS Assay for Inhibitors of Leishmania Mexicana Pyruvate Kinase (LmPK) | Q27686 | 290,000 compounds, 0.37% hits | AID 1721, 2009 | purified LmPK, Kinase-Glo ATP luminescence, 1 h | Potency, µM (highest dose often 57.5 µM), without a hit: top-dose activity change, negative = inhibition, most hits filed as inhibitors; further: potency means the concentration at half of the fitted maximal effect; on the % scale 0 is the no-effect control and ±100 the full control effect
# Target sequence (Q27686 whole entry, looked up): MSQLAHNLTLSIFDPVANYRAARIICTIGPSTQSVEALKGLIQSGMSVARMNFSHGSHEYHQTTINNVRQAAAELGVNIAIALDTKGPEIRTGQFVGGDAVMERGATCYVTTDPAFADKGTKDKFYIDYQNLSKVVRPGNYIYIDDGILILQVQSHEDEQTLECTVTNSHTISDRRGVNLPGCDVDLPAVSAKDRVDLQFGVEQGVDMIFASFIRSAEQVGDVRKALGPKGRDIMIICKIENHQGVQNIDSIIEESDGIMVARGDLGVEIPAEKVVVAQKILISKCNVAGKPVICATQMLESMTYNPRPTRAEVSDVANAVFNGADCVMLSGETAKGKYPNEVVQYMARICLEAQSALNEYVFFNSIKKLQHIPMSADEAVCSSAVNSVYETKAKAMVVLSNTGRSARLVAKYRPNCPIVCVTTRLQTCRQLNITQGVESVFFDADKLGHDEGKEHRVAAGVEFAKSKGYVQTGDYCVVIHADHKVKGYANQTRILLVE
#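 Pyruvate kinase activity monitored as ATP production (luciferase luminescence). Conditions: 0.1 nM enzyme, 0.5 mM PEP, 0.1 mM ADP, 1 h, RT; normalized against uninhibited and no-enzyme wells.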
# Pf growth 48h = Primary qHTS for delayed death inhibitors of the malarial parasite plastid, 48 hour incubation | P. falciparum luciferase growth in erythrocytes, 48 h | Potency, µM (highest dose often 28.7 µM), without a hit: at the highest dose activity change, negative = inhibition, usual class: inhibitors | 310,000 compounds, 5.9% hits; further: potency means the concentration at half of the fitted maximal effect; on the % scale 0 is the no-effect control and ±100 the full control effect
#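 Firefly luciferase activity from engineered P. falciparum reports growth; inhibitors lower the luminescent signal. Cultures contained 2% hematocrit erythrocytes at 0.1% final parasitemia.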
# HCV inhibitor = qHTS Assay for Inhibitors of Hepatitis C Virus (HCV). Huh7.5.1 HCVcc-Cre infection, luciferase reporter, 44 h. Potency, µM (top dose mostly 41.8 µM), for inactives: at the top dose activity change, negative = inhibition, most hits filed as inhibitors. 340,000 compounds, 3.4% hits; further: potency means the concentration at half of the fitted maximal effect; on the % scale 0 is the no-effect control and ±100 the full control effect
#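 1,000 cells/well; 4 h culture; + compound; + HCVcc-Cre (~0.5 moi); 44 h; luciferase substrate, RT 15 min; read 15 sec.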
# Pf growth 96h = Primary qHTS for delayed death inhibitors of the malarial parasite plastid, 96 hour incubation | P. falciparum luciferase reporter growth, 96 h | Potency, µM (series often up to 28.7 µM), for the others: at the top dose activity change, negative = inhibition, most hits filed as inhibitors | 320,000 compounds, 6.9% hits | AID 504834, 2011; further: potency means the concentration at half of the fitted maximal effect; on the % scale 0 is the no-effect control and ±100 the full control effect
#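 P. falciparum expressing integrated firefly luciferase grown in erythrocytes (2% hematocrit, 0.05% parasitemia final) with compounds for 96 hours at 37 C, 5% CO2. Growth inhibition read as loss of luminescence after adding luciferase detection reagent.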
# Tb PYK inh = qHTS of Trypanosoma Brucei Inhibitors; AID 624173, 2012; 410,000 compounds, 0.12% hits; TbPYK enzyme, Kinase-Glo Plus ATP luminescence, 45 min; Potency, µM (titrated, usually from 76.8 µM), for the others: top-dose activity, negative = inhibition, actives largely listed as inhibitors; pyruvate kinase (Trypanosoma brucei), Q57TT1; further: potency means the concentration at half of the fitted maximal effect; on the % scale 0 is the no-effect control and ±100 the full control effect; nearly all actives have a fitted effect of over 50% in size
#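 Luminescence from Kinase-Glo Plus, added after a 45-minute room-temperature reaction, served as the end-point read-out. The enzyme and substrate were preincubated with compound before ADP (130 uM final) initiated turnover. Concentration-effect curves came from normalized qHTS data.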
# CHX counter = Cycloheximide Counterscreen for Small Molecule Inhibitors of Shiga Toxin; cell reporter, cycloheximide protein synthesis inhibition counterscreen; max response, %; 300,000 compounds, 12% hits; AID 2314, 2010; in the data active means max response mostly above about 13%, no sharp cut-off; inactive means mostly below about 14%; further: read at 38.3 µM for the half of the compounds with a filed dose; 0% is about no effect
# * = called active by the depositor; u = inconclusive; x = not tested or not shown; [ ] = dose if it differs, or a comment. Unless noted, the call rests on the fitted dose curve; in most records, active means well fitted curve in the direction sought with a large enough effect; inconclusive means small, poorly fitted or top-dose-only effect, or another doubt; inactive means no such curve, though single readings can be large; an effect the other way counts as inactive or inconclusive.
# Below each SMILES: Shiga inhibitor | LmPK inh | Pf growth 48h | HCV inhibitor | Pf growth 96h | Tb PYK inh | CHX counter
Nc1nc(CSc2ncn[nH]2)nc(Nc2ccc(F)cc2)n1
  51 | 4% | 40%[activator] | 5% | -2% | 2% | 17
Cc1ccc(S(=O)(=O)N(CC(=O)Nc2ccc(C)cc2C)C(=O)N2CCN(C)CC2)cc1
  x | x | -4% | 0% | 30%[activator] | 5% | x
CNc1nnc(C(F)(F)F)s1
  -6 | 7% | 6% | 3% | 24% | 4% | 1
COc1ccc2nc(N3CCCC3)c(C#N)cc2c1
  22 | 1% | x | u | 8.3µM* | -7% | 16
Cc1nc2cc(C(=O)NCc3ccc4c(c3)OCO4)ccc2n1-c1ccc(Br)cc1
  2 | 4% | 1% | -2% | 26% | -2% | -3
CCCOc1ccc2oc(=O)c3c(c2c1)CCCN3C(=O)CN1CCc2ccccc2C1
  -14 | 2% | u | u | u | 0% | 1
CCc1nnc(N2C(=O)c3cccc4cccc(c34)C2=O)s1
  -4 | 3% | x | 7% | u | -3% | -6
CC1CCN(Cc2cnc(Cl)s2)CC1
  10 | 4% | -5% | 7% | 21% | 5% | 1
C/C(=N\NC(=O)c1ccccc1O)c1c(O)n(Cc2ccccc2)c(=O)[nH]c1=O
  51 | 4% | 43%[activator] | 2% | 63%[activator] | 3% | 25*
COc1ccc(OC)c(NC(=O)CCNS(=O)(=O)c2cccc3nonc23)c1
  13 | 0% | -1% | 13% | -4% | 6% | -6
CCOc1ccc(-c2c(C(=O)N/N=C/c3cccnc3)nnn2-c2nonc2N)cc1
  -7 | -3% | 22% | 6% | 1% | 5% | -2
CCCNC(=O)N1CCN(S(=O)(=O)c2ccc(C)cc2)CC1
  -11 | 2% | u | 20% | 81%[activator] | 2% | 1
CCn1c(SCC(=O)NC2CCCCC2)nc2c(c1=O)SCC2
  -26 | -11% | -23% | x | u | 2% | 4
COc1cccc(/C=C/C(=O)OCC(=O)NCc2ccco2)c1
  -7 | -4% | -5% | 5% | -3% | -12% | 6
COc1ccc(CCNC(=O)c2c(Cl)ccc(Cl)c2OC)cc1OC
  -4 | 0% | -13% | u | u | 1% | -3
Cc1ccc(NC(=O)CN2CCN(CCN=CC3=C(O)CC(c4ccccc4)CC3=O)CC2)cc1 (configuration not stated)
  -7 | 6% | 2% | 17% | -6% | -4% | -4
CCOCCOC(=O)c1[nH]c2c(c1C)C(=O)CC(c1cc(OC)c(OC)c(OC)c1)C2 (configuration not stated)
  3 | 2% | x | 5µM* | u | -1% | -5
O=C(Nc1c(C(=O)N2CCOCC2)cnn1-c1ccccc1)c1ccccc1F
  -2 | -5% | 30%[activator] | -2% | 60%[activator] | 0% | -2
COC(=O)CCC(=O)OC1(C)C(=O)C=C2C=C(C3CC3)N(CC(C)C)C=C2C1=O (configuration not stated)
  4 | -7%[11.5 µM] | 2.9µM* | x | 1.9µM* | x | -3
COc1ccc2[nH]c(O)c(N=NC(=N)N)c2c1
  -6 | -2% | -9% | 4% | 60%[activator] | -2% | -3
Cc1nn(Cc2ccc(F)cc2)c(C)c1NC(=O)C1c2ccccc2Oc2ccccc21
  -16 | 0% | -11% | -5% | 0% | 0% | -1
CC(C)c1ccc(CN2C(=O)c3ccccc3S2(=O)=O)cc1
  12 | -1% | -8% | -3% | 83%[activator] | -1% | 4
COc1ccc(N2Cc3ccc(C(=O)N/N=C\c4ccc(O)cc4O)cc3C2)cc1
  19 | 3% | 11% | x | u | x | 13
O=C(Cn1c(=S)[nH]c2ccccc2c1=O)NCCc1ccccc1
  6 | 2% | 11% | 5% | 70%[activator] | -20% | 8
COc1ccc(C2=NOC(Cn3nc(C(=O)NCc4ccc5c(c4)OCO5)cc3-c3ccccc3)C2)cc1 (configuration not stated)
  x | x | 9.3µM* | u | 10µM* | -1% | x
Cc1ccccc1OCCn1cnc2c(N)ncnc21
  15 | 3% | 42%[activator] | 13% | -29% | 2% | 11*
CC(=O)c1c(C)[nH]c(C(=O)Nc2ccc(Cl)cc2)c1C
  62* | -7% | u | u | -20% | -3% | 41*
Cc1ccc(S(=O)(=O)C2(C(=O)NCCc3ccccc3)CC2)cc1
  23 | -1% | -18% | 16% | -6% | -4% | 5
CC(C(=O)N1CCc2ccccc2C1)N(c1ccccc1)S(C)(=O)=O (configuration not stated)
  2 | -1% | 2% | 10% | u | -3% | -1
CN(C)c1ccc(CNc2ccccn2)cc1
  43* | -6% | 41%[activator] | 13% | 3% | -4% | 27*
CC(=O)c1cccc(-n2nnnc2SCC(=O)Nc2ccccc2N2CCCCC2)c1
  8 | 5% | u | 14µM* | 53%[activator] | -8% | 2
O=C(CNC(=O)c1ccccc1)OCc1ccc([N+](=O)[O-])cc1
  9 | 2% | 8% | -4% | 89%[activator] | -7% | 2
COc1cc(CSC)nc(-c2ccccc2)n1
  3 | 2% | 15% | u | -8% | -5% | -3
COc1ccc(NC(=S)N2CCC(C(O)(c3ccccc3)c3ccccc3)CC2)cc1
  -12 | 0% | -3% | -8% | 17% | 10% | -3
C=CCNC(=O)c1ccc(C)c(Br)c1
  20* | -1% | 21% | 0% | x | 3% | 6
Cc1n[nH]c(C)c1N1C(=O)c2cccc3c(N4CCCCCC4)ccc(c23)C1=O
  -19 | 2% | u | -2% | u | 2% | 1
COc1cccc(/C(O)=C2\C(=O)C(=O)N(c3ccccn3)C2c2cccc(OC)c2OC)c1 (configuration not stated)
  2 | 3% | u | 15% | u | 3% | 8
C[N+]1=C(/C=C/Nc2ccccc2)C(C)(C)c2ccccc21
  11 | 4% | -33% | u | u | -9% | 7
COc1ccccc1CNC(=O)C1CCN(S(=O)(=O)N2CCCCC2)CC1
  -6 | 0% | 0% | 5% | -9% | 0% | 0
CCc1c(C(=O)NCc2cnn(C)c2)csc1C
  9 | -3% | -5% | 19% | x | -3% | -3
Cc1cccc(C)c1NC(=O)CNC(=O)Cc1c[nH]c2ccccc12
  x | x | 12% | 1% | 56%[activator] | -12% | x
Cc1cc(=O)[nH]c2c1c(C)nn2C1CCCCC1
  -10 | -3% | 10% | 16% | x | 3% | -3
CCCC(C(=O)NC(C)(C)C)N(Cc1ccccc1Cl)C(=O)c1snc(C(N)=O)c1N (configuration not stated)
  -2 | -5% | u | u | u | -21% | 0
CCOCCn1c(N2CCN(c3ccc(OC)cc3)CC2)nc2c1c(=O)[nH]c(=O)n2C
  25 | -4% | -29% | -5% | u | 3% | -3
COc1ccc(F)cc1C(=O)C1CCCN(Cc2cccn2-c2cccnc2)C1 (configuration not stated)
  11 | 5% | u | -19% | u | -30% | 9
C/C(=N\NC(=O)Cc1csc(N2CCOCC2)n1)c1ccc(Cl)c(Cl)c1
  15 | 2% | -15% | u | -22% | -5% | 0
O=C(NCc1cccc(Cl)c1)C1=CC=CN2CCS(=O)(=O)N=C12
  x | x | -11% | 9% | -17% | -7% | x
OCCSc1nc(N2CCOCC2)nc(N2CCOCC2)n1
  -16 | -1% | 10% | u | 38%[activator] | 0% | 3
CCC(CC)NCc1ccc(OC)cc1OC
  -7 | 0% | 14% | -3% | 0% | -19% | -1
O=[N+]([O-])c1cc(S(=O)(=O)NCCCN2CCOCC2)ccc1Cl
  -7 | -7% | -20% | 10µM* | -24% | -3% | 1
O=C(/C=C/c1ccc(Cl)c(Cl)c1)n1cccn1
  -16 | -20% | 32%[activator] | 20% | 14% | -12% | -2
C=CCn1c(O)c(C2=c3ccccc3=NC2=O)c2ccccc21
  -13 | -7% | u | 5% | 194%[activator] | -11% | -12
CCCCn1c(N)c(N(CC(C)C)C(=O)c2cccc(OCc3ccccc3)c2)c(=O)[nH]c1=O
  x | x | u | u | u | -6% | x
COC(=O)CCN(C1CCCCC1)S(=O)(=O)c1ccc(S(=O)(=O)NC2CCCCC2)cc1
  -12 | 1% | u | -8% | x | x | -2
Nn1c(=S)[nH]nc(Cc2ccc(O)cc2)c1=O
  -1 | 1% | -18% | 28% | 1% | 9% | -2
CCOC(=O)c1ccc(CNC(=O)Cn2nnc(-c3ccc(C)cc3)n2)o1
  2 | 4% | u | -2% | 153%[activator] | -1% | -4
Cc1ccc(C(CNC(=O)c2ccc(Br)o2)N2CCN(C)CC2)cc1 (configuration not stated)
  x | x | -29% | 19% | 0% | 3% | x
O=C(Cn1c(-c2ccccc2)c[n+]2ccsc12)c1ccc(Br)cc1
  3 | 2% | u | -5% | u | 3% | 14
Cc1ccc2c(c1)c1c(n2CC(O)Cn2c(C)nc3ccccc32)C(=O)CCC1 (configuration not stated)
  -4 | 6% | 15µM* | -22% | 2% | -5% | -2
Cc1ccc(NC(=O)CCN2C(=O)CSC2=O)c(C)c1
  -46 | -5% | 19% | 14% | 18% | -3% | 6

# (list continues)
# Below each SMILES: Shiga inhibitor | LmPK inh | Pf growth 48h | HCV inhibitor | Pf growth 96h | Tb PYK inh | CHX counter
CCc1ccccc1NC(=O)COc1ccc(N2CC(C(N)=O)CC2=O)cc1 (configuration not stated)
  3 | -3% | 2% | 7% | -5% | 9% | -3
COCCNC(=O)C(=O)N/N=C(\C)CC(=O)Nc1ccc(Cl)cc1Cl
  -3 | -5% | 32%[activator] | -12% | -8% | 6% | -2
COc1ccc(OC)c(CN2CCN(C(=O)COc3cccc(C)c3)CC2)c1
  8 | -1% | -11% | -13% | -27% | -18% | 2
Cc1cc(Br)ccc1SCC(=O)OCC(=O)Nc1ncc(C(F)(F)F)cc1Cl
  -26 | -1% | 9% | 3% | 15% | -10% | -1
Cc1ccc(CSCC(=O)Nc2cc(S(=O)(=O)N3CCOCC3)ccc2OC(C)C)cc1
  x | x | 10µM* | u | 6.6µM* | 1% | x
Cc1sc(NC(=O)c2ccco2)c(C(c2cccnc2)N2CCN(c3ccc(F)cc3)CC2)c1C (configuration not stated)
  11 | 0% | 2.1µM* | 11µM* | u | -4% | -2
CCc1ccccc1NC(=O)c1ccc(-n2c(C)ccc2C)cc1
  -7 | 9% | u | u | 15µM* | 2% | -2
COc1ccc(-c2cc(=Nc3c(C)n(C)n(-c4ccccc4)c3=O)c3ccccc3o2)cc1
  48* | -3% | 331%[activator] | u | 0% | 0% | 41*
CCCCn1c(N)c(N(CC(C)C)C(=O)C2CCN(S(=O)(=O)c3ccc(OCC)cc3)CC2)c(=O)[nH]c1=O
  x | x | u | u | u | 1% | x
CC(CN1CCN(Cc2ccccc2)CC1)c1ccccc1 (configuration not stated)
  x | 5% | -29% | 14% | -16% | 6% | -2
C=CCn1c(NCCO)nc2c1c(=O)n(C)c(=O)n2C
  -13 | 0% | 12% | -2% | u | -1% | -3
COC(=O)COc1ccccc1C(N)=O
  -15 | 1% | x | 5% | 9% | x | -7

# Among those listed so far, these have a nitro group on carbon:
# Below each SMILES: Shiga inhibitor | LmPK inh | Pf growth 48h | HCV inhibitor | Pf growth 96h | Tb PYK inh | CHX counter
O=C(CNC(=O)c1ccccc1)OCc1ccc([N+](=O)[O-])cc1
  9 | 2% | 8% | -4% | 89%[activator] | -7% | 2
O=[N+]([O-])c1cc(S(=O)(=O)NCCCN2CCOCC2)ccc1Cl
  -7 | -7% | -20% | 10µM* | -24% | -3% | 1

# No enrichment for hits; any-hit rate near 24%.
